# ARNT-TACC3 inh = disruptors of ARNT/TACC3 protein interaction, primary screen, biochemical, AlphaScreen, single concentration; inhibition, % at 9.99 µM; hit rate 0.66% among 390,000; AlphaScreen His-ARNT PAS-B/GST-TACC3 binding, luminescence; TACC3 fragment carries E629A point mutation;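 active = mean inhibition of replicates at least 50% and at least half of replicates each reaching 50%; inconclusive = half or more replicates reach 50% but mean below 50%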;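 also: 0% = complete ARNT plus TACC3 wells and 100% = ARNT alone without TACC3; many hits fall short of the cut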
# esBAF inh = Bmi1 luciferase reporter increase in mESCs, primary screen, esBAF inhibitor project, mouse ES cells, Bmi1 luciferase knock-in, single point | hit rate 2% among 350,000 | reporter increase, % at 12.5 µM | AID 602393, 2012 | 24 h; 100% = twice the neutral-well signal; in the data active = activation above about 40%; inconclusive = no clear call, values can overlap the other calls;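 also: 0% = median of the plate's neutral control wells and 100% = double that signal; a rise in the Bmi1 reporter signal indicates esBAF inhibition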
# RAD54 branch = inhibitors of human RAD54 branch migration, primary screen, biochemical, fluorescence, single point. RAD54 Holliday junction branch migration, FAM/BHQ fluorescence. inhibition, % at 10.4 µM. hit rate 0.14% among 360,000. DNA repair and recombination protein RAD54-like (Homo sapiens), Q92698;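 active = mean normalized replicate activity at least 40 and at least half of replicates scoring 40 or more; inconclusive = only one of the two criteria met; inactive = mean below 40 and under half of replicates reaching 40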;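 also: 0% = median of neutral control wells and 100% = median of positive control wells; inhibitors cause a drop in the FAM fluorescence signal; in these data hits start at about 50%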
# Target sequence (Q92698 whole entry, looked up): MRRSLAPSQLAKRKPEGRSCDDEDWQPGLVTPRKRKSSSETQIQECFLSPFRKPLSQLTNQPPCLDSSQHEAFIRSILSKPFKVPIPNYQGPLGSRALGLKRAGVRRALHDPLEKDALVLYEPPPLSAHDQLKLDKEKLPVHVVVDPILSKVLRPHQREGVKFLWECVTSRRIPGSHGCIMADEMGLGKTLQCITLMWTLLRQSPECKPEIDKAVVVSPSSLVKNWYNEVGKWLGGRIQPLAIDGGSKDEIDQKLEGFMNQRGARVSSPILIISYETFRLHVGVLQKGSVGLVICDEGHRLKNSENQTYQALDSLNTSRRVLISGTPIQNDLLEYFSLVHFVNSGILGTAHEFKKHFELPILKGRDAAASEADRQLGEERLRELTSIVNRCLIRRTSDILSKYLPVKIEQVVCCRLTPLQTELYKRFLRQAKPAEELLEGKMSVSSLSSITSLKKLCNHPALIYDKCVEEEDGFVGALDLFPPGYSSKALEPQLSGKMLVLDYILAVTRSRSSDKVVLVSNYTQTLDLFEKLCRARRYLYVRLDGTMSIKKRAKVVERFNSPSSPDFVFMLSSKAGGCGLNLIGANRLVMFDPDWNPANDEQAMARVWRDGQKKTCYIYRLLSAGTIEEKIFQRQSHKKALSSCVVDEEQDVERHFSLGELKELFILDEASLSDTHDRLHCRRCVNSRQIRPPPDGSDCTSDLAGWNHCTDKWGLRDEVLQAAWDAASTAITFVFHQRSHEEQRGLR
# The depositor's hits bear a star; ? = inconclusive. An excerpt; the hit share may differ from the screen's.
Structure	ARNT-TACC3 inh	esBAF inh	RAD54 branch
CN1C(=O)C2(NCCc3c2[nH]c2ccccc32)c2ccccc21 (stereo unspecified)	-1	-2	-3
CCC/C(O)=C1\C(=O)CC(C)(C)CC1=Nc1ccccc1OC	-3	12	9
CCOC(=O)N1CCN(C(=O)c2ccc(NC(=O)c3ccc(C)cc3)cc2)CC1	-3	6	-6
Cc1ccc(SCC(=O)N2CCCC2)cc1	-6	20	-2
Cc1cc(C)c2c(=O)cc(C(F)F)oc2c1	-1	0	-25
O=C(Cc1cccs1)Nc1nc(-c2ccccc2)cs1	-1	39	-7
O=C(Nc1ccccc1F)c1ccc2nc(N3C(=O)CCC3=O)sc2c1	7	27	-4
COc1cccc(C(=O)O/N=C/c2ccc(Sc3ccc(C)cc3)nc2)c1	4	3	-12
COc1ccc(OC)c(S(=O)(=O)Nc2ccc(CC(=O)O)cc2)c1	-8	-2	0
COc1ccc(Nc2ncnc3ccccc23)c(OC)c1	-4	10	6
NC(=O)C1CCN(c2ncnc3c(-c4ccccc4)nsc23)CC1	-4	38	-17
Cc1nccn1CC(O)Cn1c2ccccc2c2ccccc21 (stereo unspecified)	0	-13	11

# Three entries from above, arranged by heavy-atom count, descending:
Structure	ARNT-TACC3 inh	esBAF inh	RAD54 branch
NC(=O)C1CCN(c2ncnc3c(-c4ccccc4)nsc23)CC1	-4	38	-17
CN1C(=O)C2(NCCc3c2[nH]c2ccccc32)c2ccccc21 (stereo unspecified)	-1	-2	-3
Cc1ccc(SCC(=O)N2CCCC2)cc1	-6	20	-2

# The listing picks up, starting two compounds before the break.
Structure	ARNT-TACC3 inh	esBAF inh	RAD54 branch
NC(=O)C1CCN(c2ncnc3c(-c4ccccc4)nsc23)CC1	-4	38	-17
Cc1nccn1CC(O)Cn1c2ccccc2c2ccccc21 (stereo unspecified)	0	-13	11
Cc1cc(C)nc(NC(=O)c2cccc(Cl)c2)n1	-3	-16	-5
O=C(COc1ccc(/C=N/NS(=O)(=O)c2ccccc2)cc1)NCCc1ccccc1	3	2	-3
COc1cc(C)c(NC(=O)COc2cccc3c2OC(C)(C)C3)cc1OC	-11	-17	-2
CNC(=O)c1sccc1SCc1c(Cl)cccc1Cl	-16	13	-14
CC1CCc2c(C(=O)NCC3CCCO3)csc2C1 (stereo unspecified)	-6	?	-5
CCOC(=O)CC1COc2ccccc2N1C(=O)c1ccc(C)cc1 (stereo unspecified)	-5	-2	4
Cc1cccc(CCNc2nc3ccccc3n3nnnc23)c1	1	9	2
Cc1ccc2[nH]c(=O)c(CN(Cc3cccnc3)C(=O)c3ccncc3)cc2c1	-1	10	3
CCCCC(=O)Nc1ccc(NC(=O)c2ccccc2OC)cn1	-6	0	0
COc1cccc(-c2nc(CS(=O)(=O)CC(=O)NCCCOC(C)C)c(C)o2)c1	3	-2	2
COC(=O)c1sc(NC(=O)c2oc3ccccc3c2C)nc1C	1	60*	1
COCCNC(=O)COc1ccc(C)cc1C	-4	7	-5
CCC(=O)Oc1ccc2c(C)c(Cl)c(=O)oc2c1	-3	-4	-5
COc1ccc(CCNC(=O)/C=C/c2ccc(C)cc2)cc1OC	-9	9	0
Nc1nonc1/C(=N/O)N1CCCC1	-4	2	-14
CCOC(=O)CNC(=O)C1CCCN(c2ncccn2)C1 (stereo unspecified)	-39	-2	11
CCc1nnc(NC(=O)Cn2nc(-c3ccccc3OC)ccc2=O)s1	0	-12	-3
CCc1ccc(CNC(=O)C2CCN(c3nnc(C)c4c(C)n(-c5ccc(C)cc5)nc34)CC2)cc1	0	7	1
COc1ccc(N2C(=O)C3CCCN3C2c2ccccc2)cc1Cl (stereo unspecified)	-7	-4	-9
COc1ccccc1N1CCN(C(=O)c2ccoc2C)CC1	-3	-2	6
C1=C(c2cccc3ccccc23)N2CCN=C2S1	-2	0	19
CC(=O)Nc1ccn(-c2ccccc2)n1	-2	27	-3
CCN(CC)C(=O)CN(c1ccc2c(c1)OCO2)S(C)(=O)=O	-15	3	-9
Cc1ccc2c(c1)N(CC(=O)NC1CCCc3ccccc31)C(=O)CO2 (stereo unspecified)	-11	2	6
CCCN(CCC)CC(=O)Nc1cccc2c1OCO2	-4	-4	-4
CCOc1ccc(OCC)c(NS(=O)(=O)c2ccc3c(c2)n(C)c(=O)c(=O)n3C)c1	4	1	1
O=C(Nc1ccc(Cl)cn1)c1cc(S(=O)(=O)N2CCCCC2)ccc1Cl	3	-4	2
COc1ccc(-c2nc(-c3cccc(C(F)(F)F)c3)no2)cc1OC	-6	2	1
CC1=C(C(=O)OCc2ccccc2)C(c2ccc(N3CCOCC3)cc2)NC(=O)N1 (stereo unspecified)	-12	-9	7
C=CCN(CC=C)C(=S)NC(=O)c1ccc(OC)c(Br)c1	23	-5	-3
CN1CCN(S(=O)(=O)c2ccc(-c3ccc(Cl)cc3)cc2)CC1	5	8	13
CCc1ccc2oc(=O)cc(CN3CCN(CCO)CC3)c2c1	0	-3	-2
Cc1ccc(C(OC(=O)c2ccco2)C(=O)NC2CCCCC2)cc1 (stereo unspecified)	1	1	1
COc1cccc(NC(=O)CN(C)S(=O)(=O)c2ccc(C)cc2)c1	0	-1	0
CN(C)c1ccc(C(=O)C(O)c2ccc(C(C)(C)C)cc2)cc1 (stereo unspecified)	3	13	5
Cc1ccccc1OCCn1cnc2c(N)ncnc21	11	-10	-6
CC(=O)c1cccc(-n2nnnc2SCC(=O)Nc2ccccc2N2CCCCC2)c1	-19	21	-2
COc1ccc2nc(N3CCCC3)c(C#N)cc2c1	24	21	-3
CCCOc1ccc2oc(=O)c3c(c2c1)CCCN3C(=O)CN1CCc2ccccc2C1	-2	-3	6
CC1CCN(Cc2cnc(Cl)s2)CC1	4	8	-2
CCCNC(=O)N1CCN(S(=O)(=O)c2ccc(C)cc2)CC1	3	4	-14
CCOC(=O)Nc1cccc(OCC(=O)Nc2ccc(OC)cc2OC)c1	-1	4	4
COc1ccc(S(=O)(=O)Nc2cc(C)on2)cc1OC	-69	-11	-3
CC(C)OC(=O)c1cccnc1N1CCN(c2ccc(F)cc2)CC1	-5	8	11
Cc1nn(C)cc1CNC(=O)CCC(=O)O	-1	-6	-8
CCCOc1ccc(N2C(=O)CC(SCCN)C2=O)cc1 (stereo unspecified)	2	-5	-6
CCOc1ccc(/C=N/n2c(C)nc3ccccc3c2=O)cc1	-2	15	1
Cc1cccc(Nc2nc3c(c(=O)n(C)c(=O)n3C)n2CC(O)CO)c1 (stereo unspecified)	2	4	5
COC(=O)c1ccc(-c2ncc(-c3cccc4ccccc34)o2)cc1	-1	37	-8
CCOc1c(Cl)cc(C(=O)Nc2ccccc2-c2ccccc2)cc1Cl	-7	-1	3
CCCCn1nnnc1SCC(=O)Nc1ccc(F)cc1	0	-5	-3
CCOC(=O)C(Cc1ccccc1)NC(=O)Cn1nnc(-c2ccc(SC)cc2)n1 (stereo unspecified)	-2	0	-9
COC(=O)C1CCC(C)(C(=O)Nc2ccccc2)C1(C)C (stereo unspecified)	-6	-4	9
CCCCOC(=O)C1=C(C)NC2(O)c3ccccc3C(=O)C12O (stereo unspecified)	-9	-7	3
CCCc1cc(=O)n2[nH]c(NCc3c(F)cccc3Cl)nc2n1	21	-21	4
c1ccc2c(Oc3ccc4c(c3)OCO4)nncc2c1	-6	19	9
Cn1nc(CC(=O)NCc2cccc3ccccc23)c2ccccc2c1=O	-11	-2	3
O=C(CC1(O)C(=O)N(Cc2ccccc2)c2ccccc21)c1ccc2c(c1)OCO2 (stereo unspecified)	0	1	-1
O=C(Cn1cnc2c(oc3ccccc32)c1=O)NCCc1ccccc1	-26	-8	12
COc1ccccc1-n1cc(C(=O)NCC(=O)N2CCN(c3ccccc3)CC2)c2ccccc2c1=O	7	25	15

# Other results:
Structure	ARNT-TACC3 inh	esBAF inh	RAD54 branch
Cc1cccc(Nc2ncc3c(n2)CC(c2ccco2)CC3=O)c1 (stereo unspecified)	-8	15	-4
C=CCOc1ccc(CNc2nn[nH]n2)cc1	-7	1	-6
O=C(NCC(c1cccnc1)N1CCN(c2ccc(F)cc2)CC1)c1ccc2c(c1)OCO2 (stereo unspecified)	-7	-1	-6
COC(=O)c1nc2n(n1)C(c1cc(OC)ccc1OC)C(C(=O)OC1CCCCC1)=C(C)N2 (stereo unspecified)	1	0	-2
COc1cccc(-n2c(SCC(N)=O)nc3c([nH]c4ccccc43)c2=O)c1	9	3	4
CCn1nc(CCC(=O)O)c2ccccc2c1=O	-6	-12	2
O=c1c2c(ncn1CCO)nc1n2CCC1	-3	-6	0
CCc1ccccc1NC(=O)c1ccc(-n2c(C)ccc2C)cc1	-5	-9	-6
C=C1/C=C(\C)C(C)(O)CC(O)CC(=O)C(O)C(O)C(C)CC(C)OC(=O)/C(C)=C/CC/C=C/C(OC)C(O)CC(C)C1 (stereo unspecified)	3	9	-3
C=CCn1c(NCCO)nc2c1c(=O)n(C)c(=O)n2C	2	1	-10
COc1c2c(nc3ccccc13)OC(C(C)(O)COC(C)=O)C2 (stereo unspecified)	2	-7	0
COC(=O)CCN(C1CCCCC1)S(=O)(=O)c1ccc(S(=O)(=O)NC2CCCCC2)cc1	-4	2	-1
CCC(CC)NCc1ccc(OC)cc1OC	0	0	-9
O=C(/C=C/c1ccc(Cl)c(Cl)c1)n1cccn1	-3	-6	-5
CCOC(=O)c1ccc(CNC(=O)Cn2nnc(-c3ccc(C)cc3)n2)o1	-8	2	-1
Cc1ccc(NC(=O)CCN2C(=O)CSC2=O)c(C)c1	-7	0	-1
Cc1n[nH]c(C)c1N1C(=O)c2cccc3c(N4CCCCCC4)ccc(c23)C1=O	-19	-11	-469
COc1cccc(/C(O)=C2\C(=O)C(=O)N(c3ccccn3)C2c2cccc(OC)c2OC)c1 (stereo unspecified)	-5	5	-9
CCOC(=O)c1ccc(N=C2NC(=O)CS2)cc1	-4	3	-5
CC1CCN(c2nc(-c3ccccc3)cc(C(F)(F)F)n2)CC1	-1	3	-12
COCCNC(=O)CCSCc1ccccc1F	4	-4	7
Clc1ccccc1-c1cc(COc2ccc3ccccc3c2)no1	4	9	-1
CCOc1ccc(N2C(N)=NC(N)=NC2(C)C)cc1	-5	-19	-2
CCC(C)NC(=O)Cn1c(=O)n(-c2ccccc2)c(=O)c2ccc(C(=O)NCc3ccco3)cc21 (stereo unspecified)	-1	-3	-6
CCOc1ccccc1N(CC(=O)Nc1ccccc1C(=O)O)S(C)(=O)=O	3	-2	-7
O=C(CSc1nnc(CCCO)n1-c1ccccc1)NCCc1ccccc1	8	-2	-16
CCN(CC)CCNC(=O)CCCNC(=O)Cn1cnc2sc(C)c(C)c2c1=O	0	-2	-2
CC(C)CCn1nnnc1C(c1ccccc1)N1CCN(C)CC1 (stereo unspecified)	-1	-11	9
O=C(CSCc1ccc(Cl)cc1)N1CCN(Cc2ccc3c(c2)OCO3)CC1	-1	-8	-11
CCOc1ccc(N2C(=O)C(c3ccccc3)=C(c3nc4ccccc4s3)C2NC(C)=O)cc1 (stereo unspecified)	0	3	2
COc1c(S(=O)(=O)N2CCCCC2)ccc2c(S(=O)(=O)N3CCCCC3)cccc12	-5	8	-4
CCN(CC)Cc1nc2c(c(=O)[nH]1)C1(CCCC1)Cc1ccccc1-2	2	-4	-3
COc1cc2c(cc1NC(=O)CC1SC(N3CCCC3)=NC1=O)oc1ccccc12 (stereo unspecified)	-1	5	-9

# Six of the compounds above, with two lines to a compound.
# Screens in order: ARNT-TACC3 inh, esBAF inh, RAD54 branch
> CCOc1ccc(N2C(=O)C(c3ccccc3)=C(c3nc4ccccc4s3)C2NC(C)=O)cc1 (stereo unspecified)
    0, 3, 2
> O=C(CSCc1ccc(Cl)cc1)N1CCN(Cc2ccc3c(c2)OCO3)CC1
    -1, -8, -11
> CCN(CC)Cc1nc2c(c(=O)[nH]1)C1(CCCC1)Cc1ccccc1-2
    2, -4, -3
> COc1c(S(=O)(=O)N2CCCCC2)ccc2c(S(=O)(=O)N3CCCCC3)cccc12
    -5, 8, -4
> CC(C)CCn1nnnc1C(c1ccccc1)N1CCN(C)CC1 (stereo unspecified)
    -1, -11, 9
> CCOc1ccccc1N(CC(=O)Nc1ccccc1C(=O)O)S(C)(=O)=O
    3, -2, -7

# Source: PubChem BioAssay (Broad Institute)
